Screens (PubChem BioAssay)
VEEV TC-83 Vero: inhibitors of VEEV TC-83 cytopathic effect, confirmation, Vero cells (AID 588727); actives 0.13% (n = 350,000); inhibition, % at 20 µM, or IC50 in µM where a hit was titrated; Vero cells, VEEV TC-83 cytopathic effect inhibition; higher % means a stronger effect; in the data active = a potency from the dose series; inconclusive = inhibition mostly from about 14% at the one dose, without a potency; inactive = the rest, 99 in 100 with inhibition below about 12%; note: strong numbers were not always called active
Starred values were filed as active, the others as inactive; i = inactive; ? = inconclusive. Some of the compounds tested; the hit share may differ from the screen's.

| mol | VEEV TC-83 Vero |
| --- | --- |
| CC1CC2CC(=O)CCC2(C)C2CCC3(C)C(O)CCC3C12 (stereo unspecified) | 2.7% |
| Nc1cccc(SC2CC(=O)N(c3ccc(Cl)cc3C(=O)c3ccccc3)C2=O)c1 (stereo unspecified) | 6.9% |
| Cc1cccc(NC(=O)c2ncn3c2C(=O)NC[C@@H]3C)c1 | 1.4% |
| CC(=NNC(=S)Nc1ccccc1)c1ccccn1 | i |
| CCCOc1ccccc1NC(=O)/C=C/c1ccc(OC)c(S(=O)(=O)N2CCOCC2)c1 | 8.1% |
| CC(C)NC(=O)N(C)C[C@H]1Oc2cc(C#Cc3ccc(F)cc3)ccc2S(=O)(=O)N([C@H](C)CO)C[C@H]1C | 6.7% |
| C[C@@H]1CN([C@H](C)CO)C(=O)CCCn2nncc2CO[C@H]1CN(C)C(=O)Nc1cccc2ccccc12 | 3.8% |
| C[C@@H]1CN([C@@H](C)CO)C(=O)CCCn2nncc2CO[C@@H]1CN(C)S(=O)(=O)c1ccc(Oc2ccccc2)cc1 | 0.8% |
| COc1ccc(OC)c(NC(=O)CCNC(=O)N2CC(=O)Nc3ccccc32)c1 | 0.2% |
| C[C@H]1CN([C@@H](C)CO)C(=O)c2cc(Br)cnc2O[C@@H]1CN(C)C(=O)NC1CCCCC1 | 0.7% |
| COC(=O)C1=C(c2ccc(OCc3ccccc3)c(F)c2)C[C@@H]2CC[C@H]1N2C | 0.5% |
| CN1OC[C@@H]2CN(C(=O)C(C)(C)C)[C@H](c3cccc(Oc4ccccc4)c3)C[C@@H]21 | 1.3% |
| CC(=O)c1ccc(OCC(=O)Nc2ccc3c(c2)OCO3)cc1 | 0.7% |
| CSc1ncnc2c1ncn2CCCNCc1ccc(C)o1 | i |
| Cc1cc(NC(=O)COC(=O)CCn2c(C)csc2=O)c([N+](=O)[O-])cc1C | 2.0% |
| O=C(C1CCCO1)N1CCN(C(=O)C23CC4CC(CC(C4)C2)C3)CC1 (stereo unspecified) | 1.4% |
| CC(CC(c1ccccc1)N1CCc2ccccc2C1)=NO (stereo unspecified) | 2.3% |
| CC(C)C1C(=O)N(Cc2cn(Cc3ccco3)nn2)CCS(=O)(=O)N1Cc1ccc(-c2ccc(F)nc2)cc1 (stereo unspecified) | i |
| CC1(C)OCC(N)(CO)CO1 | 0.6% |
| O=C(CCc1ccc(O)cc1)NN=Cc1cc(Br)ccc1O | 6.0% |
| O=C(CNc1cccc(Br)c1)Nc1ccc(S(=O)(=O)N2CCCCC2)cc1 | 6.6% |
| Cc1ccc(C(=O)Nc2ccncc2)cc1S(=O)(=O)N1CCCCC1 | i |
| COCC(=O)Nc1ccc2c(c1)[C@@H]1C[C@H](CC(=O)NCc3ccccc3)O[C@@H](CO)[C@@H]1O2 | 2.2% |
| COc1ccc(NC(C)=O)cc1NC(=O)c1c(C)noc1C | 1.1% |
| O=C1C(=Cc2ccccc2O)SC(=S)N1CCCN1CCOCC1 | 22% |
| CC1CC(C)(C)C2=NCCN21 (stereo unspecified) | i |
| CC(C)N1CC2(CC(c3ccc(Cl)cc3Cl)=NO2)CN1C(=O)c1ccc(C(C)(C)C)cc1 (stereo unspecified) | i |
| COc1ccccc1CN(C)C[C@H]1OCc2cnnn2CCCC(=O)N([C@@H](C)CO)C[C@@H]1C | 1.1% |
| C[C@@H]1CN([C@@H](C)CO)C(=O)CCCn2nncc2CO[C@H]1CN(C)C(=O)Oc1ccc2ccccc2c1 | 0.1% |
| CC(=O)Nc1nc2[nH]ccc2c(=O)[nH]1 | 0.1% |

A draw from above in order of count of non-hydrogen atoms, low to high:
| mol | VEEV TC-83 Vero |
| --- | --- |
| CC1(C)OCC(N)(CO)CO1 | 0.6% |
| O=C(CCc1ccc(O)cc1)NN=Cc1cc(Br)ccc1O | 6.0% |
| COc1ccc(OC)c(NC(=O)CCNC(=O)N2CC(=O)Nc3ccccc32)c1 | 0.2% |
| Nc1cccc(SC2CC(=O)N(c3ccc(Cl)cc3C(=O)c3ccccc3)C2=O)c1 (stereo unspecified) | 6.9% |

(cont.)
| mol | VEEV TC-83 Vero |
| --- | --- |
| CN(CC(=O)Nc1ccc(Cl)c(Cl)c1)CC(=O)N1CCCCCC1 | 1.6% |
| C[C@H]1CN([C@@H](C)CO)S(=O)(=O)c2ccc(-c3cccc(F)c3)cc2O[C@@H]1CN(C)C | 1.1% |
| O=C(O)c1nn(Cc2ccc(Cl)cc2)c2ccccc12 | i |
| COc1cccc(S(=O)(=O)N(C)C[C@@H]2Oc3cc(C#CCN(C)C)ccc3S(=O)(=O)N([C@H](C)CO)C[C@@H]2C)c1 | 1.1% |
| COc1ccc(F)cc1S(=O)(=O)N1CCc2ccccc2C1 | 1.6% |
| C[C@H](CO)N1C[C@H](C)[C@@H](CN(C)Cc2ccc(C(=O)O)cc2)Oc2ncc(Br)cc2C1=O | i |
| COc1ccc(C(=O)NCC(=O)NCc2ccc3c(c2)OCO3)cc1[N+](=O)[O-] | 24% |
| CCCC1NC(=O)c2cc3ccccc3cc2-n2c1nc1ccc(F)cc1c2=O (stereo unspecified) | 4.2% |
| COc1cccc(S(=O)(=O)Nc2ccc3c(c2)[C@H]2C[C@H](CC(=O)N[C@@H](C)c4ccccc4)O[C@H](CO)[C@H]2O3)c1 | 8.9% |
| CN(C(=O)c1cc2c(cc1Br)OCO2)c1cccc2ccccc12 | 9.6% |
| COCOCCn1cc(CN2CCS(=O)(=O)N(Cc3ccc(-c4ccc(OC)cc4)cc3)C(C(C)C)C2=O)nn1 (stereo unspecified) | 2.6% |
| CC1=C2C3OC(=O)C(C)C3CCC2(C)C=C(Br)C1=O (stereo unspecified) | 3.0% |
| Cc1onc(-c2ccccc2Cl)c1C(=O)NCc1nnnn1-c1ccc(F)c(F)c1 | i |
| O=C(Nc1ccccc1SC(=O)c1ccccc1)c1ccccc1 | 1.4% |
| C=CCNc1n[nH]c(=S)s1 | 0.5% |
| CC1C(=O)N(Cc2cn(CCC3OCCCO3)nn2)CCS(=O)(=O)N1Cc1ccc(-c2ccc(F)cc2)cc1 (stereo unspecified) | 1.0% |
| CS(=O)(=O)Nc1ccc2c(c1)[C@@H]1C[C@@H](CC(=O)NCc3cccnc3)O[C@H](CO)[C@@H]1O2 | i |
| CCN(CC)C(=O)C1=C(C)N(Cc2ccc(C(C)(C)C)cc2)C(=O)C(CC(=O)NCCc2ccccn2)C1 (stereo unspecified) | 0.6% |
| COc1ccc(C)cc1NC(=O)COC(=O)Cc1c[nH]c2ccccc12 | i |
| C[C@H](CO)N1C[C@H](C)[C@H](CN(C)C(=O)Nc2ccc3c(c2)OCO3)Oc2ncc(Br)cc2C1=O | i |
| Cc1[nH]c(=O)[nH]c(=O)c1NC(=O)c1ccccc1[N+](=O)[O-] | i |
| O=C(Nc1oc2ccccc2c(=O)c1-c1ccc2c(c1)OCO2)c1ccco1 | 0.1% |
| Cc1ccccc1S(=O)(=O)N(C)C[C@@H]1OCc2cnnn2CCCC(=O)N([C@@H](C)CO)C[C@H]1C | 0.9% |
| O=C(Cn1ccc(=O)[nH]c1=O)c1ccc([N+](=O)[O-])o1 | ? |
| COc1ccc(CC(=O)Nc2cc(F)ccc2F)cc1S(=O)(=O)N1CCOCC1 | 1.1% |
| COC(=O)N(C)C[C@@H]1OCc2cnnn2CCCC(=O)N([C@H](C)CO)C[C@H]1C | 1.1% |
| CC1CN(C(=O)c2cccc(NS(=O)(=O)c3ccc(Br)cc3)c2)CC(C)O1 (stereo unspecified) | i |
| COc1cccc(-c2cc3nc(-c4ccccc4)cc(N4CCN(C(=O)c5ccoc5)CC4)n3n2)c1 | 6.0% |
| C[C@H]1CN([C@@H](C)CO)S(=O)(=O)c2ccc(C#CC3CC3)cc2O[C@H]1CN(C)C(=O)c1cccnc1 | 3.6% |
| CN(CC(=O)Nc1ccc(F)c(F)c1F)C(=O)C1CCCN1C(=O)c1cccs1 (stereo unspecified) | 1.9% |

4 of the compounds above, as labelled records:
C[C@H](CO)N1C[C@H](C)[C@@H](CN(C)Cc2ccc(C(=O)O)cc2)Oc2ncc(Br)cc2C1=O
  VEEV TC-83 Vero: i

COCOCCn1cc(CN2CCS(=O)(=O)N(Cc3ccc(-c4ccc(OC)cc4)cc3)C(C(C)C)C2=O)nn1 (stereo unspecified)
  VEEV TC-83 Vero: 2.6%

CN(CC(=O)Nc1ccc(Cl)c(Cl)c1)CC(=O)N1CCCCCC1
  VEEV TC-83 Vero: 1.6%

COc1cccc(-c2cc3nc(-c4ccccc4)cc(N4CCN(C(=O)c5ccoc5)CC4)n3n2)c1
  VEEV TC-83 Vero: 6.0%

Back to the main list; the 3 compounds before the break are reprinted first.
| mol | VEEV TC-83 Vero |
| --- | --- |
| COc1cccc(-c2cc3nc(-c4ccccc4)cc(N4CCN(C(=O)c5ccoc5)CC4)n3n2)c1 | 6.0% |
| C[C@H]1CN([C@@H](C)CO)S(=O)(=O)c2ccc(C#CC3CC3)cc2O[C@H]1CN(C)C(=O)c1cccnc1 | 3.6% |
| CN(CC(=O)Nc1ccc(F)c(F)c1F)C(=O)C1CCCN1C(=O)c1cccs1 (stereo unspecified) | 1.9% |
| Nc1ccn([C@@H]2O[C@H](CNCc3cc(Cl)ccc3OCc3ccc(Cl)cc3)[C@@H](O)[C@H]2O)c(=O)n1 | 1.5% |
| Cc1ccccc1-c1n[nH]nc1C1=CC(=O)CC(C)(C)C1 | 3.2% |
| CCN1C(=O)[C@H]2[C@@H](c3ccc(C)cc3)N[C@]3(CCCN(Cc4ccco4)C3=O)[C@H]2C1=O | 0.0% |
| O=C(OCc1cn([C@H]2CN(Cc3cccs3)[C@@H](c3ccc(Cl)cc3)C[C@@H]2O)nn1)c1ccccc1 | 0.7% |
| CCc1cccc(CC)c1N1C(=O)COCC1=O | 0.1% |
| O=C(COC(=O)c1ccco1)Nc1cccc(S(=O)(=O)N2CCOCC2)c1 | i |
| COc1ccccc1N1CCN(C(=O)CCCn2c(=S)[nH]c3ccccc3c2=O)CC1 | ? |
| CCN1C(=O)[C@H]2[C@@H](c3ccccc3)N[C@]3(CCCN(Cc4ccc(C)cc4)C3=O)[C@H]2C1=O | i |
| Cc1ccc(NS(=O)(=O)c2ccc(C)c(NC(=O)c3ccc(S(=O)(=O)N4CCCCCC4)cc3)c2)c(C)c1 | 1.3% |
| C[C@H]1CN([C@@H](C)CO)S(=O)(=O)c2ccc(Br)cc2O[C@H]1CN(C)Cc1ccc(F)cc1 | 0.6% |
| Clc1ccccc1NN(Cc1ccccn1)c1ccccc1Cl | 1.3% |
| NNC(=O)Cc1cccc2ccc(Cl)cc12 | 2.1% |
| CCCCCC(=O)N1C[C@@H](n2cc(C3CC3)nn2)[C@H](O)C[C@@H]1c1ccccc1 | 0.0% |
| C[C@H]1CN([C@@H](C)CO)S(=O)(=O)c2ccc(Br)cc2O[C@H]1CN(C)Cc1ccccc1F | 2.4% |
| C[C@H]1CN([C@@H](C)CO)C(=O)CCCn2cc(nn2)CO[C@@H]1CN(C)C(=O)Nc1ccccc1C(F)(F)F | 0.0% |
| C[C@H]1CN([C@@H](C)CO)S(=O)(=O)c2ccc(Br)cc2O[C@@H]1CN(C)S(=O)(=O)c1ccccc1 | 5.0% |
| CC(=O)Nc1ccc(S(=O)(=O)N2Cc3ccccc3-n3nncc3C2)cc1 | 1.1% |
| COc1ccc([C@H]2CN(c3ccc(OC)cc3)C(=O)[C@@H]2CC(=O)Nc2ccccc2)cc1 | 0.2% |
| O=C(NCCS(=O)(=O)N1CCN(c2ccccc2)CC1)C12CC3CC(CC(C3)C1)C2 | 1.2% |
| CC1CCC2(CC1)NC(=O)N(CC(=O)Nc1cccc(S(=O)(=O)N(C)c3ccccc3)c1)C2=O (stereo unspecified) | 5.9% |
| Cc1ccc(S(=O)(=O)CCC(=O)OCC(=O)Nc2cccc(S(=O)(=O)N3CCCCC3)c2)cc1 | i |
| CCN(CC)C(=O)C1=C(C)N(Cc2ccccc2)C(=O)C(CC(=O)NCCCCc2ccccc2)C1 (stereo unspecified) | i |
| COc1ccc(C(=O)OCc2cc(=O)oc3cc(C)ccc23)cc1S(=O)(=O)N1CCOCC1 | 0.1% |
| COc1ccc2c(c1)c1c(c(=O)n(-c3ccc(C)cc3)c(=O)n1CC(=O)NCC1CCCO1)n2C (stereo unspecified) | 3.0% |
| CC(C)C1C(=O)N(Cc2cn(CC3CCCCC3)nn2)CCS(=O)(=O)N1Cc1ccc(-c2cccc(CO)c2)cc1 (stereo unspecified) | 3.4% |
| CCCCCC(=O)N1C[C@@H](n2cc(-c3ccc(F)cc3)nn2)[C@H](O)C[C@@H]1c1ccc(OC)cc1 | 4.9% |
| COc1ccc(CN2C(=O)C(CC(=O)NC3CCCC3)CC(C(=O)N(C(C)C)C(C)C)=C2C)cc1 (stereo unspecified) | 3.8% |
| Cc1ccc([C@H]2C[C@@H](n3cc(COC(=O)c4ccccc4)nn3)[C@H](O)CN2CC2CCCCC2)cc1 | 1.2% |
| C[C@H]1CN([C@@H](C)CO)C(=O)CCCn2cc(nn2)CO[C@@H]1CN(C)C(=O)Nc1ccc(C(F)(F)F)cc1 | 0.1% |
| C=CCNC(=S)N1Cc2ccccc2-n2nncc2C1 | 0.8% |
| O=C(O)c1cscc1-c1cccc2ccccc12 | 2.4% |
| CC(C)CC1C(=O)N(Cc2cn(Cc3ccco3)nn2)CCS(=O)(=O)N1Cc1ccc(-c2ccc(Cl)cc2)cc1 (stereo unspecified) | 3.1% |
| Cc1ccc(S(=O)(=O)Oc2ccccc2C=C2C(=O)NC(=O)NC2=O)cc1 | i |

Structures listed so far that contain a tert-butyl group, in the order listed:
| mol | VEEV TC-83 Vero |
| --- | --- |
| CN1OC[C@@H]2CN(C(=O)C(C)(C)C)[C@H](c3cccc(Oc4ccccc4)c3)C[C@@H]21 | 1.3% |
| CC(C)N1CC2(CC(c3ccc(Cl)cc3Cl)=NO2)CN1C(=O)c1ccc(C(C)(C)C)cc1 (stereo unspecified) | i |
| CCN(CC)C(=O)C1=C(C)N(Cc2ccc(C(C)(C)C)cc2)C(=O)C(CC(=O)NCCc2ccccn2)C1 (stereo unspecified) | 0.6% |
